Compound activity deposited in PubChem BioAssay by The Scripps Research Institute Molecular Screening Center.
FBW7 act – human FBW7 E3 ligase activation, primary screen. actives 0.13% (n = 650,000). normalized activity (activation), % at 26.1 µM. Q969H0. AlphaScreen FBW7–phospho-cyclin E peptide binding, activator screen. AID 1259310; in the data active means normalized activity above about 1.9%;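 further: purified mutant Fbw7 with reduced substrate affinity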
GPR151 ag – activates the human receptor GPR151. Q8TDV0. PathHunter beta-arrestin GPR151 cells, luminescence. activation, % at 11.2 µM. actives 1% (n = 650,000). AID 1508602; in the data active means activation above about 4.9%;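 further: 0% = median of compound wells and 100% = cells with positive control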
Target sequence (Q8TDV0 whole entry, looked up): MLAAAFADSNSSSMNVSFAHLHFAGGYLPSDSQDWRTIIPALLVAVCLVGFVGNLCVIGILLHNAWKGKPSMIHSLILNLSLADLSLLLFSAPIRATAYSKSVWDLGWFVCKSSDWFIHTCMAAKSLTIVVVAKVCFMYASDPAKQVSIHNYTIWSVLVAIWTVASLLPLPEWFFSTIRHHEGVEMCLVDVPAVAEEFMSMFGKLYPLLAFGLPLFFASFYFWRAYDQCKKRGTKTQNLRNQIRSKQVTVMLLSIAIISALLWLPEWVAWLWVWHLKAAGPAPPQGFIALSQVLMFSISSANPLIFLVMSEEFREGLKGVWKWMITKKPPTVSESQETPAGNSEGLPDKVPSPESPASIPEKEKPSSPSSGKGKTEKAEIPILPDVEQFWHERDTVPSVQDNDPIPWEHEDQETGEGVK
TEAD-YAP block – TEAD-YAP interaction inhibition; AID 1259422; HEK-TIYL cells, TEAD-Gal4/YAP UAS-luciferase luminescence; inhibition, % at 9.12 µM; actives 1.4% (n = 640,000); in the data active means inhibition above about 32%;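 further: 0% = median of test compound wells and 100% = reference inhibitor wells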
MITF primary – blocks human microphthalmia-associated transcription factor | actives 0.91% (n = 650,000) | AlphaScreen MITF homodimerization, bead proximity signal | O75030 | inhibition, % at 2.6 µM; in the data active means inhibition above about 50%;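 further: 0% = vehicle wells with protein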
Target sequence (O75030 whole entry, looked up): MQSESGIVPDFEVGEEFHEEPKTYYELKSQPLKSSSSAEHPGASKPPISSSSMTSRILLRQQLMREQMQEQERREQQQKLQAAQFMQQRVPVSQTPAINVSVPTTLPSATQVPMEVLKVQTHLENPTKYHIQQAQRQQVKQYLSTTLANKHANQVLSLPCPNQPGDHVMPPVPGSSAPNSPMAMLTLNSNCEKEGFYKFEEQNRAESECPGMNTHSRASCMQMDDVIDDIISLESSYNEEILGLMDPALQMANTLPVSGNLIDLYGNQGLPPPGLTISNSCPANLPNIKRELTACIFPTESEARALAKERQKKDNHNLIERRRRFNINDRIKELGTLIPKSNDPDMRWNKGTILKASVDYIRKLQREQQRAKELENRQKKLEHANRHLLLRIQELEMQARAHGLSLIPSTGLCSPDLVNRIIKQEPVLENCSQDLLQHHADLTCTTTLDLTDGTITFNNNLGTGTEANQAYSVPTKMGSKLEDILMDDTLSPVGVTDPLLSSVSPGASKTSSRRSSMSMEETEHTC
An asterisk follows results filed as active; x = no result given.

Structure	FBW7 act	GPR151 ag	TEAD-YAP block	MITF primary
C=CCn1c(SCc2ccccc2)nc2ccccc2c1=O	0.0	0.3	0	1
O=S(=O)(c1ccc2ccccc2c1)N1CCN(Cc2ccccc2F)CC1	-0.3	-0.1	1	54*
O=C(Nc1nc(-c2ccc3ccccc3c2)cs1)c1cccc(C(F)(F)F)c1	0.5	1.1	-5	17
COCCN=c1scc(-c2ccc(OC(F)F)cc2)n1/N=C/c1ccsc1	-0.2	1.6	-4	12
O=C1CCCC2=C1C(c1ccccc1Cl)n1c(nc3ccccc31)N2 (stereo unspecified)	0.3	-0.6	2	17
CCn1c(SCC(=O)NC2CC2)nnc1-c1cccs1	0.7	0.2	4	6
COc1ccccc1NC(=O)CCCC(=O)OCC(F)(F)C(F)F	0.0	1.0	5	8
O=C(N/N=C/C=C/c1ccccc1)NC1CCCCC1	0.2	0.0	4	8
CCc1ccccc1N(CC(=O)NC1CCCCCC1)S(C)(=O)=O	0.3	-0.7	6	4
O=C(Oc1ccccc1[N+](=O)[O-])C1CCCCC1	-0.3	-0.3	-4	-7

(next part)
Structure	FBW7 act	GPR151 ag	TEAD-YAP block	MITF primary
COc1cc2c(cc1NC(=O)COc1ccccc1OC)oc1ccccc12	0.1	-0.6	-10	9
CCOC(=O)C1=C(C)N=c2s/c(=C\c3ccc(O)c(OC)c3)c(=O)n2C1c1ccc(OC(C)C)cc1 (stereo unspecified)	0.1	0.3	0	7
Cc1ccc(C)c(Cn2c(=O)n(Cc3ccc(F)cc3)c(=O)c3nccnc32)c1	0.4	-0.8	-2	-9
CC1CN(CC(=O)NCc2ccsc2)Cc2ccccc2O1 (stereo unspecified)	0.1	1.7	4	10
Cc1nc2nc(SCC(=O)NC3CC3)nn2c(C)c1Cc1ccccc1	0.0	-0.6	5	15
COc1cccc(OCCNCc2ccccc2)c1	-0.2	1.6	8	19
COc1cccc(C2/C(=C(/O)c3ccc(Cl)cc3)C(=O)C(=O)N2CC(C)C)c1 (stereo unspecified)	0.0	2.0	10	-3
Cc1cccc(-n2ncc3c(Nc4ccc(F)c(Cl)c4)ncnc32)c1	0.4	1.2	3	14
COc1ccc(C(=O)NNC(=O)Nc2ccccc2C(F)(F)F)c(OC)c1	0.1	4.1	-9	7
CCOC(=O)N1CCN(c2c(NCCCOC)c(=O)c2=O)CC1	0.0	1.6	5	-4

Following part
Structure	FBW7 act	GPR151 ag	TEAD-YAP block	MITF primary
CC(CC(=O)O)CC1=NS(=O)(=O)c2ccccc2N1 (stereo unspecified)	0.6	-1.1	-4	17
CC1(C)CC(N(Cc2ccccn2)C(=O)c2ccc(Cl)cc2)CC(C)(C)N1	-0.1	1.0	1	-5
CCOC(=O)CC(=O)CSc1nc2c(sc(=S)n2-c2ccccc2)c(=O)n1-c1cc(OC)ccc1OC	0.1	0.2	11	12
COc1ccc(C(=O)NCCc2nnc(SCC(=O)Nc3ccccc3)n2C)cc1	0.1	-0.1	-22	-13
Cc1ccc2nc(Cc3ccc4nc(N)sc4c3)oc2c1	0.0	-0.7	3	9
CC(O)CNC(=O)C(=O)Nc1ccc(F)cc1 (stereo unspecified)	0.0	0.3	-21	5
COC(=O)C1=C(C)N(C(C)C)C(=O)/C1=C\c1ccc([N+](=O)[O-])cc1	-0.2	1.4	-11	0
CCOC(=O)c1cccc(Nc2nc3cc(OC)ccc3cc2C#N)c1	0.0	0.4	4	0
CCOc1ccc(/C=N/NC(=O)C(C)Nc2ccc(C)cc2)cc1O (stereo unspecified)	-0.1	1.0	14	5
COc1ccc(F)cc1S(=O)(=O)N1CCN(CC(=O)c2ccco2)CC1	0.0	-0.9	-11	48

Reformatted with values under each structure: part of the list above
Second line of a record: FBW7 act, GPR151 ag, TEAD-YAP block, MITF primary
> CCOC(=O)c1cccc(Nc2nc3cc(OC)ccc3cc2C#N)c1
  0.0, 0.4, 4, 0
> CCOC(=O)CC(=O)CSc1nc2c(sc(=S)n2-c2ccccc2)c(=O)n1-c1cc(OC)ccc1OC
  0.1, 0.2, 11, 12

(next part)
Structure	FBW7 act	GPR151 ag	TEAD-YAP block	MITF primary
CC(C)CCNC(=O)CCN1N=C(c2ccccc2)CCC1=O	0.0	3.8	-15	10
COc1ccc(-c2nc(Nc3ccc(NC(C)=O)cc3)c3ncn(CCN4CCCC4=O)c3n2)cn1	-0.1	-0.2	5	0
CN1CCc2c(sc3c2C(=O)NC(c2cccc(Cl)c2)N3)C1 (stereo unspecified)	0.6	-2.0	1	9
CC(=O)Nc1ccc(N2CCCC2)c(Cl)c1	0.0	-0.7	-1	6
Cc1ccc(NC(=O)c2noc(-c3ccccc3)n2)cc1	0.0	-5.8	-54	-8
Cc1ccc(/C(O)=C2/C(=O)C(=O)N(CCCn3ccnc3)C2c2ccco2)cc1 (stereo unspecified)	-0.3	2.6	-6	2
Cc1cc(CC2(C)C(=O)Nc3ccccc32)no1 (stereo unspecified)	0.1	-0.3	3	-5
Cc1ccc2nc(-c3ccccc3)nc(N3CCOCC3)c2c1	-0.1	-0.9	-3	3
O=C(NNS(=O)(=O)c1ccccc1)c1ccc([N+](=O)[O-])cc1	0.0	0.0	14	7
COc1ccc(-n2c(=S)[nH]c3cc(C(=O)NCCc4ccc(Cl)cc4)ccc3c2=O)c(OC)c1	-0.1	0.3	1	3

Continuation:
Structure	FBW7 act	GPR151 ag	TEAD-YAP block	MITF primary
C/C(=N/NC(=O)c1ccoc1C)c1ccc(Cl)cc1Cl	0.0	1.0	-30	-11
C#CCSc1nc(-c2cccs2)cc(-c2ccc(Cl)cc2)c1C#N	0.1	0.5	10	3
COc1cc(C(=O)C(=O)c2cc(OC)c(OC)c(OC)c2)cc(OC)c1OC	0.1	1.8	-9	1
CCOC(=O)c1sc(N2C(=O)C(=O)/C(=C(/O)c3ccc(C)cc3)C2c2ccc(Cl)cc2)nc1C (stereo unspecified)	0.3	0.5	3	8
COC(=O)c1cc2ccc(O)cc2oc1=O	-0.1	-3.8	13	8
CC(C)Cn1c(SCc2ccc([N+](=O)[O-])cc2)nnc1-c1ccncc1	0.1	5.9*	6	8
COc1ccc(CNc2ccnc3c(-c4cccc(/C=C/C(=O)O)c4)cnn23)cc1	-0.1	0.2	-6	-3
O=C(Cc1ccccc1)Nc1cnn(-c2cccc(C(=O)Nc3ccc(CN4CCOCC4)cc3)c2)c1	0.0	-1.2	16	14
Cc1cc(C)nc(NS(=O)(=O)c2ccc(NC(=O)c3sc4ccccc4c3Cl)cc2)n1	0.0	-0.6	-6	14
COc1ccc(C(CC(=O)O)NC(=O)c2ccccc2C)cc1OC (stereo unspecified)	-0.2	1.4	-8	-4

Already shown: an excerpt of the list.
Structure	FBW7 act	GPR151 ag	TEAD-YAP block	MITF primary
CCOC(=O)c1sc(N2C(=O)C(=O)/C(=C(/O)c3ccc(C)cc3)C2c2ccc(Cl)cc2)nc1C (stereo unspecified)	0.3	0.5	3	8
COC(=O)c1cc2ccc(O)cc2oc1=O	-0.1	-3.8	13	8
CC(C)Cn1c(SCc2ccc([N+](=O)[O-])cc2)nnc1-c1ccncc1	0.1	5.9*	6	8
COc1ccc(CNc2ccnc3c(-c4cccc(/C=C/C(=O)O)c4)cnn23)cc1	-0.1	0.2	-6	-3
O=C(Cc1ccccc1)Nc1cnn(-c2cccc(C(=O)Nc3ccc(CN4CCOCC4)cc3)c2)c1	0.0	-1.2	16	14
Cc1cc(C)nc(NS(=O)(=O)c2ccc(NC(=O)c3sc4ccccc4c3Cl)cc2)n1	0.0	-0.6	-6	14
COc1ccc(C(CC(=O)O)NC(=O)c2ccccc2C)cc1OC (stereo unspecified)	-0.2	1.4	-8	-4

More structures follow:
Structure	FBW7 act	GPR151 ag	TEAD-YAP block	MITF primary
COc1ccccc1CN1C[C@@H]2C[C@@H](c3cnn(-c4ccccc4F)c3)N3CCC[C@@]23C1=O	0.0	-0.7	6	-2
COC(=O)c1c(NC(=O)COc2cccc(Cl)c2)sc2c1C(C(=O)OC)CC2 (stereo unspecified)	-0.1	0.1	-8	-11
CCCCOC(OCCCC)C(O)CSc1ccc2ccccc2c1 (stereo unspecified)	0.1	-3.3	x	-8
O=C(NC1CCCc2c1cnn2-c1ccc(F)cc1)c1ccncc1 (stereo unspecified)	-0.1	1.8	26	-13
O=C(O)C1CCN(c2ncnc3sccc23)CC1	0.0	-0.6	0	3
C/C(=N\NC(=O)C1CC1(C)c1ccccc1)c1ccco1 (stereo unspecified)	0.1	-0.3	8	-4
CCCCCCCNC(=O)CC(NS(=O)(=O)c1ccc(NC(C)=O)cc1)C(C)C (stereo unspecified)	0.7	-0.3	-2	5
CC(=O)Nc1ccc2nc(NC(=O)COc3ccccc3)sc2c1	0.1	1.1	-6	-4
CN1CCN(C(=O)c2ccc(Cl)c(F)c2F)CC1	-0.2	-1.4	-2	-7
CNc1nc(-c2ccccc2O)nc(-c2ccccc2O)n1	0.6	-0.2	7	3

Continued.
Structure	FBW7 act	GPR151 ag	TEAD-YAP block	MITF primary
Cc1ccccc1-c1nnn(CC(=O)NCCc2ccccc2)n1	-0.1	-0.2	10	3
CS(=O)(=O)N(CC(=O)Nc1ccccc1Cl)c1cc(Cl)ccc1Cl	-0.1	2.6	-4	-8
COc1ccc(OCC(=O)Nc2ccc(S(=O)(=O)N(C)Cc3ccccc3)cc2)cc1	0.1	-0.3	4	8
CN(C)c1ccc(/C=C2\N=C(c3cccc(Br)c3)OC2=O)cc1	-0.1	-0.1	3	-5
O=C(Nc1cccc2c1CCCC2)c1ccc(NC(=O)C2CCCO2)cc1 (stereo unspecified)	0.0	-0.1	-12	18
COc1ccccc1-n1c(SCC(=O)NCc2cccs2)nnc1-c1ccncc1	0.1	-0.4	1	13
COC(=O)C1=C(C)N(c2cccc(OC)c2)C(=O)/C1=C\c1ccccc1O	0.1	0.0	3	-1
CC(C)(C)c1ccc(C(=O)O/N=C(\N)c2cccc([N+](=O)[O-])c2)cc1	0.6	0.7	0	-7
O=C1CCCN2N=C(SCC(=O)N3CCCCC3)SC2=N1	0.2	-0.4	-1	11
CCOC(=O)c1ccccc1NC(=O)c1sc2ncn(Cc3cccc(F)c3)c(=O)c2c1C	0.5	-1.4	5	12

Following part:
Structure	FBW7 act	GPR151 ag	TEAD-YAP block	MITF primary
COc1ccc(NC(=O)c2cccc3c2SCCC3=O)cc1Cl	0.7	0.8	-4	8
Cc1nc(-c2cccnc2)cc(N2CCCCC2)n1	0.0	0.6	0	12
CCN1CCSc2ccc(C(=O)NCCC(C)C)cc21	0.1	-0.3	-20	-3
CC(C)(C)C(=O)Cn1cnc2sc3c(c2c1=O)CCCC3	0.2	1.5	-6	-5
CC1CCN(CCC(=O)Nc2nccs2)CC1	0.0	-0.1	10	9
COc1nc(N)nc(OC)c1-c1ccccc1	0.0	-1.1	-7	13
NC(=O)c1ccc(N2CCCCC2)c(N2C(=O)C3CCCCC3C2=O)c1 (stereo unspecified)	0.9	-2.4	4	13
CC1=C(C(=O)Nc2cc(C)ccn2)C(c2ccc(Br)cc2)C2=C(CCCC2=O)N1 (stereo unspecified)	0.0	-0.8	-4	-29
COc1cc(C(=O)Nc2ccc(S(=O)(=O)Nc3nccs3)cc2)cc(OC)c1OC	-0.1	0.4	0	-2
COc1ccc(NCC(=O)N/N=C(\C)c2ccccc2O)cc1	0.2	0.1	4	12
CN(c1ccccc1C(=O)Nc1ccc(Br)cc1F)S(C)(=O)=O	0.1	4.2	-8	-23
Cc1ccc(C)c(OCCCC(=O)Nc2ccccc2C(N)=O)c1	-0.3	1.2	-13	-9

Looked up one by one from the entries so far (four):
Structure	FBW7 act	GPR151 ag	TEAD-YAP block	MITF primary
Cc1nc(-c2cccnc2)cc(N2CCCCC2)n1	0.0	0.6	0	12
COc1nc(N)nc(OC)c1-c1ccccc1	0.0	-1.1	-7	13
CC1=C(C(=O)Nc2cc(C)ccn2)C(c2ccc(Br)cc2)C2=C(CCCC2=O)N1 (stereo unspecified)	0.0	-0.8	-4	-29
COc1cc(C(=O)Nc2ccc(S(=O)(=O)Nc3nccs3)cc2)cc(OC)c1OC	-0.1	0.4	0	-2
